Screening data from PubChem.
CRE-bla Fsk – modulators of forskolin-stimulated CRE signaling in CHO cells; 71,000 tested, 2.5% active; CHO CRE-bla reporter (cAMP response element driving beta-lactamase), forskolin EC10, beta-lactamase ratio; Potency, µM (top dose mostly 38.2 µM), inactives show top-dose activity change, negative = inhibition, most hits filed as activators; active means well fitted activation curve with a large enough effect in the signal ratio, with a control signal flat, not every such curve was filed as active; inconclusive means small, poorly fitted or top-dose-only effect, or effect the other way, or a change in a side signal; the % refers to the signal ratio; further: potency means the concentration at half of the fitted maximal effect; % of control where 0% means no effect
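AC50 values, positive or negative, reflect shifts in EC10 NKH 477-induced CRE-bla reporter activity in CHO cells. Incubation lasted 3 h at 37 °C before CCF4 substrate (2 h, room temperature) and ratiometric 460/530 nm reading.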
DNA Pol III inh – inhibitors of bacterial DNA polymerase III holoenzyme | 71,000 tested, 0.25% active | Potency, µM (titrated, usually from 57.1 µM), for the others: top-dose activity change, negative = inhibition | reconstituted DNA polymerase III holoenzyme replication, biochemical; further: potency means the concentration at half of the fitted maximal effect; on the % scale 0 is the no-effect control and ±100 the full control effect
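Reconstituted *E. coli* holoenzyme (0.35 nM Pol III, 1 nM beta, 154 nM SSB, 2 nM primase) was preincubated with compound for 15 min at RT. Synthesis on 1.4 nM ssM13Gori ran 35 min, then was stopped with PicoGreen/EDTA and read as dsDNA fluorescence.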
BRCT PPI green – BRCA1 BRCT-phosphoprotein interaction inhibition; Potency, µM (highest dose often 76.9 µM), without a hit: top-dose activity change, negative = inhibition, actives largely listed as inhibitors; 75,000 tested, 0.05% active; BRCA1 BRCT-phosphopeptide binding, green fluorescence polarization; AID 875;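 further: potency means the concentration at half of the fitted maximal effect; plate controls were peptide without protein for full effect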
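Compounds were incubated for 12 min at room temperature with a complex of 100 nM fluorescein-tagged pBACH1 decapeptide and 250 nM His-tagged BRCT protein. Buffer was phosphate pH 7.3 with EDTA, DTT and Tween 20. Disruption of binding lowers the polarization signal.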
Epigenetic mod – epigenetic modulators derepressing GFP locus in mouse cells. mouse C127i GFP locus derepression, cytometry, 30 h. AID 597. Potency, µM (titrated, usually from 46.1 µM), for inactives: at the highest dose GFP derepression (activation). 68,000 tested, 0.09% active; further: % of control where 0% means no effect
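Read-out is the number of GFP-positive cells, scored as fluorescent objects 20 to 120 um wide, reflecting derepression of a silenced CMV-GFP reporter in murine C127i cells after 30 h compound exposure at 37 C.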
Ub-GFP proteasome – proteasome inhibitors stabilizing ubiquitin-GFP reporter | Ubiquitin-GFP reporter cells, proteasome inhibition, GFP fluorescence; response scale: untreated = 0%, 10 µM MG-132 = 100% | Potency, µM (top dose mostly 45.9 µM), for the others: at the highest dose activation (GFP accumulation), hits mostly activators | 67,000 tested, under 10 active | AID 526; active means well fitted activation curve with a large enough effect, not every such curve was filed as active; inconclusive means small, poorly fitted or top-dose-only effect, or another doubt; inactive means no such curve, though single readings can be large or run the other way; further: potency means the concentration at half of the fitted maximal effect
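U2OS cells stably expressing ubiquitin(G76V)-GFP, seeded overnight in 0.5% FBS medium, were exposed to compounds (qHTS, 46 uM to 2.9 nM) for 4 hr at 37 °C. GFP-positive cells were counted by laser cytometry (488 ex/515 em), normalized between basal and 10 uM MG-132.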
BRCT inh red – BRCT-phosphoprotein interaction inhibition (red fluorophore). 75,000 tested, 0.03% active. P38398. BRCT-phosphopeptide binding, red fluorescence polarization. Potency, µM (titrated, usually from 76.9 µM), without a hit: at the highest dose activity change, negative = inhibition, most hits filed as inhibitors; further: on the % scale 0 is the no-effect control and ±100 the full control effect
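Rhodamine-labelled pBACH1 10-mer (100 nM) bound to BRCT domain (100 nM) at pH 7.3; compounds incubated 12 min room temperature, polarization read. Free peptide defines full inhibition; unlabelled decapeptide titrated as control.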
A350 fluor – A350 region autofluorescence; Compound autofluorescence, 340/450 nm, Alexa 350 dye-equivalents; hits give high values; max dye-equivalent concentration, M; 59,000 tested, 11% active; in the data active means max dye-equivalent concentration above about 10 nM; inconclusive means mostly about 1.1 nM to 9.6 nM
HBB splice mod – modulators of hemoglobin beta chain splicing. Potency, µM (doses to about 46.1 µM), for the others: at the top dose activation, most hits filed as activators. 65,000 tested, 0.06% active. HBB splicing reporter cell assay, activation; EGFP reporter with mutant IVS2-654 intron; response scale: normalised to 500 nM splice-correcting PNA; further: potency means the concentration at half of the fitted maximal effect; 0% is about no effect
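HeLa cells stably expressing EGFP interrupted by mutant beta-globin intron 2 (IVS2-654), 500/well in 2% FCS. Treated with compound for 2 days at 37C. Splicing correction scored as total well GFP intensity (488 nm excitation, 500-520 nm emission); 500 nM antisense PNA served as control.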
4-MU autofl – compound fluoresces in the 4-MU spectral region; compound autofluorescence, 340/450 nm, 4-MU equivalents; hits give high values; max dye-equivalent concentration, M; 59,000 tested, 11% active; AID 589; in the data active means max dye-equivalent concentration above about 10 nM; inconclusive means mostly about 1.1 nM to 9.6 nM
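Compounds in 100 mM Tris, pH 8.0, incubated 15 min at room temperature, then fluorescence read at 340 nm excitation/450 nm emission. Signal converted to 4-MU dye-equivalent concentration using an on-plate six-point 4-MU standard curve.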
Hsp90 Hop PPI – changes Hsp90-Hop TPR2A binding signal, up or down; AlphaScreen TPR2A-His6 binding biotin-Hsp90 C-terminal peptide; Potency, µM (doses to about 57 µM), for the others: top-dose activity change, negative = inhibition; 71,000 tested, 0.44% active; active means well fitted curve in either direction with a large enough effect; inconclusive means small, poorly fitted or top-dose-only effect, or another doubt; further: potency means the concentration at half of the fitted maximal effect; on the % scale 0 is the no-effect control and ±100 the full control effect; many of its hits are not listed in these tables
15-hLO inh – 15-hLO (ALOX15) enzyme inhibition | P16050 | purified 15hLO-1, xylenol orange hydroperoxide absorbance | Potency, µM (highest dose often 57.1 µM), for the others: at the highest dose activity change, negative = inhibition, most hits filed as inhibitors | 74,000 tested, 1.4% active | AID 887; further: potency means the concentration at half of the fitted maximal effect; on the % scale 0 is the no-effect control and ±100 the full control effect; nearly all actives have a fitted effect of over 55% in size
Target sequence (P16050 whole entry, looked up): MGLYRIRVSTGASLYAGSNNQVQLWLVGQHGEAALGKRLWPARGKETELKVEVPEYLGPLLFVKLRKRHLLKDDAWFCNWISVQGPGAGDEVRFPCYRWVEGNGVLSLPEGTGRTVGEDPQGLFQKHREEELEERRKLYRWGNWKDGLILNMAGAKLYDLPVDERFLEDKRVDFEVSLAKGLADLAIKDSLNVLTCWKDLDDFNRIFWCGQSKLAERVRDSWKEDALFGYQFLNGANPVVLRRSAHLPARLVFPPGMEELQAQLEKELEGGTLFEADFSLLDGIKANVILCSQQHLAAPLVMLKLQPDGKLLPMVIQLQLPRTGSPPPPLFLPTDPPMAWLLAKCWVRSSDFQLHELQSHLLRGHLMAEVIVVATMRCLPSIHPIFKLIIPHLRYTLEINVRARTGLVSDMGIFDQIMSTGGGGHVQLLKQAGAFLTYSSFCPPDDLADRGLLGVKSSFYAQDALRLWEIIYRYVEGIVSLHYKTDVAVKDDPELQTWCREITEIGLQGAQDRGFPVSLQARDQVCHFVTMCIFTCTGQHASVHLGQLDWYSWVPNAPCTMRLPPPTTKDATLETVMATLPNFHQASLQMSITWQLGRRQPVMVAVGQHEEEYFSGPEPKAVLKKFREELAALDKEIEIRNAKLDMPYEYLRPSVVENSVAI
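Hydroperoxide formed from arachidonic acid (50 uM) by purified human 15hLO-1 (40 nM) oxidizes ferrous iron, and the ferric-xylenol orange complex is read at 573 versus 405 nm. Compounds were preincubated 15 min; reaction ran 6 min at room temperature.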
Numbers without * were called inactive; i = inactive; u = inconclusive; x = not tested or not shown; & = joins results of further samples; [ ] = another dose, or the depositor's remark. Unless noted, the call rests on the fitted dose curve; in most records, active means well fitted curve in the direction sought with a large enough effect; inconclusive means small, poorly fitted or top-dose-only effect, or another doubt; inactive means no such curve, though single readings can be large; an effect the other way counts as inactive or inconclusive. An unsorted share of the library; 12% or so of the library scored in one or more.

SMILES	CRE-bla Fsk	DNA Pol III inh	BRCT PPI green	Epigenetic mod	Ub-GFP proteasome	BRCT inh red	A350 fluor	HBB splice mod	4-MU autofl	Hsp90 Hop PPI	15-hLO inh
COC(=O)CCCCCC(CCC(=O)OC)NC(C)=O (configuration not stated)	1%	-2%	-1.4%	6%	24%	1.3%	x	-0.6%[9.22 µM]	x	-1%	1%
CCCCn1c(-c2ccsc2)nc2c1c(=O)[nH]c(=O)n2CCC	u	-3%	0.4%	-2%	-4%	-1.2%	1.4e-07M*	-0.4%[57.5 µM]	1.6e-07M*	1%	-2%
Cc1ccc(C)c2nc(N3CCCC3)c(C#N)cc12	10µM*	-7%	0.4%	2%	-4%	-1.7%	6.6e-08M*	x	6.6e-08M*	7%	13µM*
O=C(Cc1cccs1)Nc1ccc(NC(=O)c2ccco2)cc1	0%	-4%	-2.9%	0%	3%	-1.9%	u	x	i	2%	15%
COc1ccc(-c2nnc(SCC(=O)NCc3ccco3)n2C)cc1	u	-4%	1.1%	-6%	-1%	-1.7%	i	0.8%	i	-5%	0%
O=C(NC(C(=O)c1ccccc1)N1CCOCC1)c1cccs1 (configuration not stated)	u	1%	-0.8%	1%	15%	-1.2%	u	1.0%	u	1%	1%
COc1ccc(-c2c(C)n([O-])c(C)c(C)[n+]2=O)cc1OC	3%	-4%	-3.2%	0%	-5%	0.5%	i	x	i	2%	5%
CCOC(=O)c1c(N)c(C#N)c2n1CCCCC2	u	-5%	-1.6%	3%	1%	-1.1%	i	-0.2%	i	-6%	-3%
COc1cc(Cl)c(C)cc1NC(=O)CSc1nnc(-c2ccccn2)n1Cc1ccco1	7%	-8%	-3.7%	9%	-1%	-0.8%	i	-1.5%	i	-3%	3%
COC(=O)c1ccc(COc2ncnc3c(Cl)cc(Cl)cc23)o1	u	-5%	3.1%	1%	1%	1.2%	u	-0.3%	i	0%	20%
COc1ccccc1CNC(=O)C1CCN(Cc2nc(-c3ccc(Cl)cc3)oc2C)CC1	10%	-3%	-0.4%	0%	2%	-1.1%	i	2.3%[1.84 µM]	i	2%	-5%
CCn1c(C(O)c2ccc(C)cc2)nc2ccccc21 (configuration not stated)	0%	-6%	-4.7%	0%	-1%	0.0%	x	-2.7%	x	-2%	9%
CC(C)C(=O)Nc1cccc2nsnc12	u	0%	0.7%	-1%	4%	1.9%	u	0.9%	u	1%	-10%
COc1ccc(C2NCCO2)cc1OC (configuration not stated)	2%	-1%	-3.7%	2%	4%	-0.4%	i	x	i	-1%	-5%
COC(=O)c1cc(OC)c(OC)cc1NC(=O)CC1CCCCC1	u	3%	-4.5%	2%	0%	1.3%	1.2e-08M*	-0.3%	1.2e-08M*	12%	0%
Cc1ccc(S(=O)(=O)Nc2ccc(S(=O)(=O)N3CCCC3)cc2)cc1	-9%	-4%	-0.6%	-1%	2%	0.3%	u	2.8%	i	-1%	3%
CC1CC(C)CN(CCCNC(=O)C2CCCN(c3nnc(N4CCCC4=O)s3)C2)C1 (configuration not stated)	2%	-6%	-0.4%	15%	17%	-0.2%	i	-1.8%	i	-1%	0%
O=C(NCCCn1ccnc1)Nc1ccc(Cl)c(Cl)c1	-2%	-6%	0.4%	-2%	2%	-0.7%	i	0.1%[57.5 µM]	i	7.9µM*	36%[activator]
C=CCn1c(SC2CCOC2=O)nc2scc(C3CC3)c2c1=O (configuration not stated)	u	0%	1.8%	12%	6%	-1.0%	i	0.3%	i	-6%	-11%
CCOC(=O)c1ccc(COC(=O)c2cc(=O)[nH]c3ccccc23)o1	u	-2%	1.5%	-3%	-2%	-0.6%	4e-08M*	-1.9%	3.3e-08M*	-7%	-6%
CSC(=N)N	-9%&6%	-1%&0%	-0.3%&-1.3%	-1%&-1%	3%&2%	-0.5%&-2.2%	i	-0.5%	i	0%&-4%	-7%[25.6 µM]
O=C(O)c1c(Cl)cccc1Cl	-12%	-2%	-1.4%	x	x	-0.7%	x	-0.3%	x	-1%	0%
COc1ccccc1C1C(C(=O)NCc2ccccc2)=C(C)Nc2ncnn21 (configuration not stated)	u	4%	-0.2%	2%	-3%	1.2%	1.2e-08M*	-2.9%[57.5 µM]	u	-3%	15%
COCCn1c(SCC(=O)Nc2nnc(C)s2)nnc1-c1ccncc1	20%	-4%	-0.1%	-2%	-1%	-0.8%	i	x	i	-3%	3%
Cc1oc2cc(OCC(=O)O)ccc2c(=O)c1Oc1ccccc1	2%	2%	-2.0%	0%	10%	-0.3%	u	-0.4%	u	0%	-2%
CCN(CC)C(=O)c1ccc(CS(=O)(=O)c2ccc(OC)cc2)o1	3%	1%	-1.8%	x	-3%	-0.4%	x	-0.8%	x	-3%[2.3 µM]	4%
N#Cc1nc(-c2cccs2)oc1N1CCOCC1	u	3%	-4.5%	-1%	6%	-1.6%	4.5e-06M*	-0.6%	3.5e-06M*	-9%	6%
COC(=O)c1ccc2c(=O)n(CCN3CCOCC3)c(SCC(=O)NC3CCCCC3)nc2c1	-10%	-3%	0.1%	5%	20%	0.5%	u	0.7%	i	-3%	3%
COc1cccc(-c2nc(NCCc3c[nH]c4ccc(OC)cc34)c3ccccc3n2)c1	u	-3%	0.1%	0%[9.22 µM]	0%	-1.9%	i	0.8%	i	-21%	-23%
O=C(Cn1c(=O)[nH]c2ccsc2c1=O)N1CCN(c2ccc(F)cc2)CC1	-18%	3%	-2.5%	2%	1%	0.5%	i	-0.2%	i	-4%	-2%
CCC1CCCCN1C(=O)c1cc2cc(Br)ccc2oc1=O (configuration not stated)	-19%	-2%	-1.3%	x	3%	0.5%	x	0.1%	x	-2%	2%
CCCCNC(=O)Cn1cnc2c(cnn2-c2ccc(C)c(C)c2)c1=O	-3%	-2%	-1.3%	0%	4%	0.1%	i	x	i	0%	3%
Cc1c(C(=O)NC2CCCc3ccccc32)oc2ccc(S(=O)(=O)N3CCOCC3)cc12 (configuration not stated)	-6%	-3%	-0.9%	-2%	-4%	-1.0%	i	-0.2%	i	2%	-7%
C=CCC(NCCCO)c1cccc(OC)c1OC (configuration not stated)	-10%	-6%	0.3%	-2%	-1%	0.6%	i	2.3%[57.5 µM]	i	3%	6%
COc1ccc(-c2nc3cnc(N4CCNCC4)nc3n(-c3ccc(OC)cc3)c2=O)cc1	u	-12%	-0.5%	-3%[9.22 µM]	0%	-1.9%	u	-1.3%	u	0%	-2%
COC(=O)c1oc2ccc(OC)cc2c1N	6%	-4%	4.0%	1%	1%	1.1%	1.6e-08M*	0.0%[57.5 µM]	1.6e-08M*	-2%	0%
O=C(CSc1nnc(SCc2ccc(Cl)cc2)s1)N1CCN(C(=O)c2ccco2)CC1	6%	-2%	-0.2%	1%	2%	0.9%	i	1.3%	i	-1%	-8%
Cc1[nH]nc(N=CC2=C(O)CC(C)(C)CC2=O)c1-c1ccc(Cl)cc1	-5%	-9%	-5.3%	10%	x	-1.8%	2.6e-08M*	0.8%[0.369 µM]	2.2e-08M*	-1%	-26%
COC(=O)c1ccc(NC(=O)COc2ccc(S(=O)(=O)NC(C)C)cc2)cc1	-1%	-4%	-0.1%	0%	-1%	0.9%	i	0.2%	i	-2%	-2%
NS(=O)(=O)c1ccc(CCNc2ncnc3sccc23)cc1	13%	8%	0.2%	-5%	0%	-0.7%	i	-1.8%	i	0%	1%
OCCSCc1cc(Cl)cc(Cl)c1O	-10%[7.6 µM]	-14%[11.4 µM]	-0.2%[15.4 µM]	2%[9.22 µM]	-4%[9.17 µM]	-2.0%[15.4 µM]	i	1.0%[9.22 µM]	i	0%[11 µM]	-2%[11.4 µM]
O=C(CSc1ccc2nnc(-c3ccncc3)n2n1)Nc1ccc2c(c1)OCCO2	u	-1%	2.2%	x	2%	0.5%	x	-0.3%	x	-13%	-4%

15-hLO inh, what is marked active above.
molecule | CRE-bla Fsk | DNA Pol III inh | BRCT PPI green | Epigenetic mod | BRCT inh red | A350 fluor | 4-MU autofl | Hsp90 Hop PPI | 15-hLO inh
Cc1ccc(C)c2nc(N3CCCC3)c(C#N)cc12 | 10µM* | -7% | 0.4% | 2% | -1.7% | 6.6e-08M* | 6.6e-08M* | 7% | 13µM*

Quoted from the listing.
Epigenetic mod, COc1ccc(-c2c(C)n([O-])c(C)c(C)[n+]2=O)cc1OC → 0%
DNA Pol III inh, C=CCn1c(SC2CCOC2=O)nc2scc(C3CC3)c2c1=O (configuration not stated) → 0%
